# TWEAK Fn14 block: inhibitors of TWEAK-Fn14 signaling, primary screen, luciferase reporter cells, uHTS | TWEAK-stimulated Fn14 reporter cells, luciferase luminescence, 8 h | inhibition, % at 10 µM | 360,000 compounds, 2% hits; in the data active means inhibition above about 50%
# TRAIL sens C8: viability loss with TRAIL in NB7+C8 cells, primary screen, TRAIL sensitizer project, cell-based, ATPlite luminescence. inhibition (viability loss, TRAIL sensitization), % at 10 µM. 360,000 compounds, 1% hits;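 active means compounds causing at least 50% loss of cell viability in the single-dose screen, relative to plate controls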
# TROY signal inh: inhibitors of TROY-driven NF-kB signaling, primary screen, Q293 LMP1-TROYcd cells, NF-kB luciferase, uHTS. Q293 LMP1-TROYcd NF-kB luciferase reporter, 4 h. inhibition, % at 10 µM. 360,000 compounds, 0.98% hits;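 active means compounds whose plate-normalised and pattern-corrected inhibition of the luciferase reporter signal at the single screening dose is 50% or more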
# CF NFkB block: inhibitors of PAF-induced NF-kB signaling, primary screen, cell-based, GFP fluorescence, uHTS. KKLEB NF-kB-GFP reporter, GFP fluorescence overnight. inhibition, % at 5 µM. 360,000 compounds, 0.86% hits. AID 588850, 2011;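 active means at least 50% inhibition at 5 µM, scaled per plate between neutral and stimulator controls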;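 further: PAF is a Pseudomonas aeruginosa culture filtrate used as stimulus; plate controls were PAF-stimulated DMSO wells for no effect and unstimulated DMSO wells for full effect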
# SRC2 inh: inhibition of GAL4-SRC2 driven luciferase reporter, primary screen, SRC2 inhibitor project, cell-based, luminescence; HEK293 GAL4-SRC2 luciferase reporter; inhibition, % at 9 µM; 370,000 compounds, 0.17% hits; Nuclear receptor coactivator 2 (Homo sapiens), Q15596; AID 651957, 2012;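 active means inhibition above the mean inhibition of all tested compounds plus 3 SD, set per campaign, cut at about 52% in these data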;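 further: 0% = DMSO treated cells and 100% = cells given Gossypol at 36 µM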
# Target sequence (Q15596 whole entry, looked up, the tested form may be a part): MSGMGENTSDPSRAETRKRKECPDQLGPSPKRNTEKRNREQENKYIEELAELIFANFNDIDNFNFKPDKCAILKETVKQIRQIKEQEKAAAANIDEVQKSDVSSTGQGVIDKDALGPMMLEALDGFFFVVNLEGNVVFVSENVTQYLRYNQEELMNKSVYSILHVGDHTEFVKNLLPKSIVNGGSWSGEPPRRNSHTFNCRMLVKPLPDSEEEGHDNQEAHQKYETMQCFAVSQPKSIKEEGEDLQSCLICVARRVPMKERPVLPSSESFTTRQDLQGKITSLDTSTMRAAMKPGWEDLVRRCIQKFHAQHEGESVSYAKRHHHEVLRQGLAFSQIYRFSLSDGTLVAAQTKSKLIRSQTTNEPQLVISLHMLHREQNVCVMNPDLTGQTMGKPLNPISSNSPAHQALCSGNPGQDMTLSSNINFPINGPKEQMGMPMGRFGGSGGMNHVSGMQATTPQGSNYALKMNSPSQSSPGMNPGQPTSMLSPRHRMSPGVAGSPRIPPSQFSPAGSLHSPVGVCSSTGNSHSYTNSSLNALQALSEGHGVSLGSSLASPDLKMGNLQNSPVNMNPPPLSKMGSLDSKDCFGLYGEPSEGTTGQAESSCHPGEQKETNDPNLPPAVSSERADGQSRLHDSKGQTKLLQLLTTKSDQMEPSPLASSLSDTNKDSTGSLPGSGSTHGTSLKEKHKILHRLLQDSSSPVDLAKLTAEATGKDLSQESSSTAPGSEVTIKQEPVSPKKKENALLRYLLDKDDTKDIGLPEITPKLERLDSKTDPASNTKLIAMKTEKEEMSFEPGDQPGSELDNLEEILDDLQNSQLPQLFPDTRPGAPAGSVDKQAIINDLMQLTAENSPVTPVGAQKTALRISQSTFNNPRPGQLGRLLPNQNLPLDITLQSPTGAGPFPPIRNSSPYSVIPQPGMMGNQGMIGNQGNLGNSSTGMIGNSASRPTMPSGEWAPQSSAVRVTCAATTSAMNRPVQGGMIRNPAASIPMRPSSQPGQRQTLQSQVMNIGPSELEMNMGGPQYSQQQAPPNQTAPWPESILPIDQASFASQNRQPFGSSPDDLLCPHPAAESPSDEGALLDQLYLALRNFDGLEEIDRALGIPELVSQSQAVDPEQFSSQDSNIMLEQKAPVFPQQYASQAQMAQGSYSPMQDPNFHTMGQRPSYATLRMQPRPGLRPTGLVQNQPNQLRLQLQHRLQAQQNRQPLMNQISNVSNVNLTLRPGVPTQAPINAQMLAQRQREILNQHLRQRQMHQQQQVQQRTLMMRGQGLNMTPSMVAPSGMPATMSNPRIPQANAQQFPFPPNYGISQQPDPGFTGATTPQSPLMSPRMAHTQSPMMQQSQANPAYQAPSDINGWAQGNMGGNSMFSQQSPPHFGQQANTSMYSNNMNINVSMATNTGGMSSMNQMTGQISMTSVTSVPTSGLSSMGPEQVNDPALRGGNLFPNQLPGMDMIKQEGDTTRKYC
# LMP1 NFkB inh: EBV LMP1-driven NF-kappaB luciferase reporter inhibitors, primary screen, cell-based, luminescence, single point; LMP1-induced NF-kappaB luciferase reporter cells; inhibition, % at 12.5 µM; 350,000 compounds, 0.69% hits; in the data active means inhibition above about 41%;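 further: 0% = neutral control wells and 100% = reference inhibitor control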
# NR5A2 inv ag: LRH-1 (NR5A2) inverse agonists, primary screen, cell-based, luminescence, HEK293T, StAR-luciferase reporter | Nuclear receptor subfamily 5 group A member 2 (Homo sapiens), O00482 | LRH-1 transfected, 24 h | inhibition, % at 3.6 µM | 360,000 compounds, 0.13% hits | AID 602396, 2012;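 active means inhibition above the mean inhibition of all tested compounds plus 3 SD, cut at about 73% in these data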;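 further: 0% = DMSO wells and 100% = reporter-only cells lacking LRH-1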
# NCOA3 inh: SRC3 coactivator transcriptional activity inhibitors, primary screen, cell-based, luminescence; Nuclear receptor coactivator 3 (Homo sapiens), Q9Y6Q9; HEK293 GAL4-SRC3 luciferase reporter; inhibition, % at 3.6 µM; 360,000 compounds, 0.17% hits; AID 588352, 2011;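 active means inhibition above a per-campaign cutoff, the mean of all compounds plus 3 SD, cut at about 60% in these data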;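 further: 0% = DMSO-treated cells and 100% = gossypol-treated cells at 36 µM; higher means less SRC3-driven luciferase light from the GAL4 reporter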
# COUP-TFII inh: NR2F2 transcriptional activity inhibitors, primary screen, cell-based, luciferase reporter, HEK293T, luminescence; COUP transcription factor 2 (Homo sapiens), P24468; HEK293T NGFI-A luciferase reporter; inhibition, % at 8.6 µM; 370,000 compounds, 0.7% hits;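 active means inhibition above a per-plate cutoff, mean inhibition of test wells between control levels plus 3 SD, cut at about 38% in these data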;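 further: cells cotransfected with COUP-TFII expression vector driving the NGFI-A reporter; 0% = median of COUP-TF2 test wells and 100% = reporter-only cells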
# NCOA1 inh: SRC1 coactivator transcriptional activity inhibitors, primary screen, cell-based, luminescence; Nuclear receptor coactivator 1 (Homo sapiens), Q15788; HEK293 GAL4-SRC1 luciferase reporter; inhibition, % at 3.6 µM; 360,000 compounds, 0.12% hits; AID 588354, 2011;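 active means inhibition above the campaign mean plus 3 SD, with each screening campaign given its own cutoff, cut at about 60% in these data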;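 further: 0% = DMSO treated cells and 100% = gossypol at 36 µM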
# KKLEB tox: cytotoxicity in KKLEB CF airway cells, primary screen, cytotoxicity control for CF NF-kB inhibitor project, cell-based, uHTS, fluorescence assay plates; activity change (cytotoxicity), % at 5 µM; AID 602141, 2011; KKLEB CF airway cells viability, ATPlite luminescence, overnight; stronger effect = lower value; cells stimulated with P. aeruginosa culture filtrate; 360,000 compounds, 0.36% hits;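 active means corrected activity change at or below -50% at 5 µM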
# Numbers without * were called inactive; x = no result given; & = joins results of further samples.
# Start of the listing, in advance, four compounds:
SMILES,TWEAK Fn14 block,TRAIL sens C8,TROY signal inh,CF NFkB block,SRC2 inh,LMP1 NFkB inh,NR5A2 inv ag,NCOA3 inh,COUP-TFII inh,NCOA1 inh,KKLEB tox
CSc1ccccc1NC(=O)Nc1cccc(Cl)c1C,-19,-7,-16,12,8,0,4,11,8,-2,-2
COc1ccc(-c2cc3c(=O)n(CC(=O)NCc4ccccc4OC)ncn3n2)cc1,-21,6,-17,44,6,-4,-15,9,-23,14,-27
CN(CC(=O)Nc1ccccc1C(F)(F)F)C(=O)c1cc2c(s1)CCCCC2,-32,-2,-3,2,-1,-4,1,9,-4,2,-10
NC(N)=N/N=C/c1c(Cl)cccc1Cl,-27&6,-10&5,-6&0,15&2,-7&22,-1&1,-30&-2,10&14,1&4,10&12,-4&-19

# The listing, from the start:
SMILES,TWEAK Fn14 block,TRAIL sens C8,TROY signal inh,CF NFkB block,SRC2 inh,LMP1 NFkB inh,NR5A2 inv ag,NCOA3 inh,COUP-TFII inh,NCOA1 inh,KKLEB tox
CSc1ccccc1NC(=O)Nc1cccc(Cl)c1C,-19,-7,-16,12,8,0,4,11,8,-2,-2
COc1ccc(-c2cc3c(=O)n(CC(=O)NCc4ccccc4OC)ncn3n2)cc1,-21,6,-17,44,6,-4,-15,9,-23,14,-27
CN(CC(=O)Nc1ccccc1C(F)(F)F)C(=O)c1cc2c(s1)CCCCC2,-32,-2,-3,2,-1,-4,1,9,-4,2,-10
NC(N)=N/N=C/c1c(Cl)cccc1Cl,-27&6,-10&5,-6&0,15&2,-7&22,-1&1,-30&-2,10&14,1&4,10&12,-4&-19
CCOC(=O)C1CCN(C(=S)Nc2ccc(CC)cc2)CC1,-11,-8,-27,-13,13,3,-36,-43,-16,-17,4
CC1CC(C)CN(C(=O)COC(=O)c2c[nH]c3ccccc23)C1 (stereo not drawn),5,13,-10,5,-13,-4,25,10,5,-9,16
C/C(=N/NC(=O)c1ccncc1)C1=C(O)CC(C)(C)CC1=O,11,5,-17,-3,-22,-5,-6,14,-2,-19,-3
CC(=O)N1CCN(CC(O)COc2ccc(Br)cc2)CC1 (stereo not drawn),4,-3,15,-33,3,-8,-4,-3,-18,1,-12
COc1ccc(-n2nnnc2SCC(=O)Nc2ccccc2F)cc1,-10,-4,8,-1,-4,6,-8,-11,3,-1,-7
O=C(C(NS(=O)(=O)c1cccs1)c1ccccc1)N1CCN(c2ccccc2)CC1 (stereo not drawn),13,-2,-17,0,4,-2,-3,14,12,0,-10
CCCCNS(=O)(=O)c1ccc2nc(SCC(=O)Nc3cc(C)cc(C)c3)[nH]c2c1,23,-4,26,17,0,12,-2,13,9,12,-5
CCOC(=O)c1c(-c2ccc(OC)cc2)csc1NC(=O)CNCc1ccco1,23,1,16,-2,x,3,3,1,x,-10,-12
O=C(NCc1ccc2c(c1)OCO2)C1CCC(=O)N1C1CCCCC1 (stereo not drawn),-5,-2,-7,8,5,0,7,7,-16,6,6
COC(=O)CN(c1ccc(C)c(Cl)c1)S(C)(=O)=O,-4,-8,1,-3,2,11,6,0,0,-18,9
CCCCn1c(N)c(N(CCOC)C(=O)c2ccc(OCc3c(C)noc3C)cc2)c(=O)[nH]c1=O,10,4,-14,8,-2,3,-16,21,-19,-1,11
COc1ccccc1C(=O)NCCC(=O)NCCOc1ccccc1,-12,11,4,-6,-10,-7,-26,11,11,5,-10
Cc1ccc(-c2nnc(-n3nc(C)cc3C)c3ccccc23)cc1,-2,4,15,-9,-10,-9,5,24,-3,14,18
CC(C)C(=O)N1CCN(C2=NS(=O)(=O)c3ccccc32)CC1,15,2,8,-1,-14,-3,-16,0,10,6,0
CCCCNC(=O)C[C@@H]1C[C@@]2(C(=O)OCC)CCC=C2N(Cc2ccccc2)C1=O,19,-12,-4,x,-22,x,-5,x,0,x,x
C/C(=N/NC(=O)c1cccnc1)C1=C(O)CC(C)(C)CC1=O,9,-1,15,-6,19,2,7,6,-1,-15,-3
COc1ccc(NC(=O)NC2CCCCCCC2)c(OC)c1,-30,-10,-47,24,x,-1,-38,-9,x,-22,-12
COc1ccccc1NS(=O)(=O)c1ccc(C(=O)NCc2ccncc2)cc1,3,0,-3,-23,-15,1,3,9,-1,-2,-15
CCCn1c(NCc2ccccc2NS(=O)(=O)c2ccc(C)cc2)nc2ccccc21,47,-9,16,19,-15,-1,4,15,12,-18,-10
COc1cccc(C(=O)Nc2ccc(C(=O)c3ccncc3)cc2)c1,-4,13,0,6,-13,6,9,18,12,-4,4
COc1ccc(NC2=C(NC(C)=O)C(=O)c3ccccc3C2=O)cc1,3,4,15,-11,4,x,13,10,6,6,11
CC(=O)NCCCC(=O)NNC1CC(=O)N(c2cccc(Cl)c2)C1=O (stereo not drawn),-1,-14,-17,1,-13,x,5,-3,16,4,-2
OCCc1ccc(O)c(-n2nc3ccccc3n2)c1,-19,-11,-12,-16,-15,6,-36,-30,-27,-36,5
COc1cc(NC(=S)N2CCN(CCO)CC2)c(OC)cc1Cl,0,0,25,-3,-1,-2,4,6,-8,-38,3
CCOC(=O)COc1ncn(-c2ccccc2)n1,-27,12,-33,1,-8,-12,-1,8,7,10,2
CCC1CCC(C(=O)NNC(=O)OC)CC1 (stereo not drawn),-12,-3,5,-19,-11,-1,13,4,-6,4,19
CC1(C(=O)Nc2cccc(NS(C)(=O)=O)c2)CCN1Cc1ccccc1OC(F)F (stereo not drawn),-5,17,17,16,-12,x,-9,-51,-9,-25,-14
CCOC(=O)N1CCN(C(=O)CSc2nc3nc(C)cc(C)n3n2)CC1,6,-5,-18,-12,-2,5,-21,5,4,10,22
O=C1CSC(c2ccccc2F)N1c1ccccc1 (stereo not drawn),10,4,13,2,-4,10,-13,2,6,-11,-2
CC(C)=CC1C(C(=O)NCCc2ccccc2)C1(C)C (stereo not drawn),-2,3,-3,7,11,2,15,28,22,6,-2
Cc1nn(C2CCS(=O)(=O)C2)c(Cl)c1/C=C/C(=O)OCC(=O)c1c[nH]c2ccccc12 (stereo not drawn),38,23,37,-36,4,9,24,15,23,-2,16
COc1ccc(/C=C/c2cc(-c3ccc(C)cc3)o[n+]2C)cc1,58*,74*,26,56*,13,11,94*,71*,67*,55,-62*
COc1ccc2oc(=O)c(-c3nc(C)cs3)cc2c1,6,10,-37,-76,-49,-11,-75,-70,-3,-123,6
CCCSC1=C(C#N)C(c2ccc(O)c(OC)c2)CC(=O)N1 (stereo not drawn),-4,-5,-19,0,-10,1,-4,-35,8,6,-10
CC1(C(=O)NS(=O)(=O)Cc2ccccc2)CCN1C(=O)Cc1ccccc1 (stereo not drawn),-32,16,-11,3,11,x,-13,-9,9,-1,7
COCCNC(=O)c1cccc(OC2CCN(Cc3ccc(C(=O)OC)cc3)CC2)c1,0,5,-2,0,-10,4,2,8,9,0,8
C=CC[C@@H](CC(=O)NCCO)C(=O)N[C@@H](C)COC(=O)[C@@H](CC=C)Cc1ccc(F)cc1,14,2,-22,2,5,-2,9,7,-4,-19,-6
Cc1ccc(N(Cc2ccc(C(=O)Nc3ccccc3C(=O)NCc3ccco3)cc2)S(C)(=O)=O)cc1C,39,13,3,7,x,8,5,26,x,15,-6
Cc1cc(C)cc(N(C(=O)c2csnn2)C(C(=O)NC2CCCCC2)c2ccccn2)c1 (stereo not drawn),8,-10,17,0,-4,-12,-12,-12,11,4,6
CCOC(=O)C1CCCN(C(=O)CS(=O)(=O)Cc2ccccc2)C1 (stereo not drawn),9,-8,0,4,-14,-2,11,0,-10,9,6
O=[N+]([O-])c1ccc(NC(=S)NCc2ccc(F)cc2)cc1,36,16,56*,34,-3,9,22,22,2,2,-11
CC12CN(NC(=O)c3ccc(Cl)cc3)C3(C#N)CC1CCC23C (stereo not drawn),13,-4,-9,-1,-5,6,9,-5,18,-7,-12
CC[C@@H]1C(c2ccc(F)cc2)=NN(c2ccc(Br)cc2)[C@H]1C(=O)N1CCOC1=O,33,4,-26,8,-13,-10,-14,-5,4,0,8
S=C1Nc2cc(Cl)ccc2Sc2ccccc21,-14,-16,15,-18,3,-7,-5,20,6,-7,8
CCOc1ccc(C)cc1S(=O)(=O)N1CCCCC1,16,9,5,-2,-1,-5,-5,18,3,-18,8
O=C(Cc1cccs1)Nc1ccc(C(=O)O)cc1,-2,-4,-12,-1,5,6,-4,10,13,0,6
O=C(CC(NC(=O)OCc1ccccc1)C(=O)O)OCc1ccccc1 (stereo not drawn),3,-10,12,-2,-32,-3,3,18,-8,-3,-5
CC(C)(C)C(=O)CN1CCN(S(=O)(=O)c2ccc(F)cc2)CC1,-9,-13,14,11,-11,0,7,19,-4,-6,2
CC[C@]12C(=O)N(C)C[C@H]([C@@H]3C(=O)N(C)C(=O)[C@@H]31)N2C(=O)c1ccc(C)cc1,-1,-2,9,15,1,0,11,-9,-10,-14,-12
Cc1ccc(S(=O)(=O)Nc2ccc(C(=O)NCc3cccnc3)cc2)cc1,11,-14,-7,-1,7,2,6,5,-14,7,4
Cc1ccc(-c2nc(CN(C)Cc3ccc4nccnc4c3)c(C)o2)s1,-2,-1,17,13,-10,7,15,8,9,-10,2
COc1ccc(CNC(=O)c2cc(-c3ccncc3)nc3c(C)cc(C)cc23)cc1OC,-17,-14,9,-16,-54,-9,-5,3,3,10,10
CC(Sc1n[nH]c(N)n1)C(=O)Nc1ccc(Cl)cn1 (stereo not drawn),0,16,12,10,-2,6,4,-1,1,21,-5
Cc1ccc([N+](=O)[O-])cc1NC(=S)NC(=O)C(C)(C)C,-11,13,-25,14,-6,-2,5,-2,-1,-5,-6
Cc1cc(S(=O)(=O)Nc2ccc(C(=O)NCC(c3ccccc3)N(C)C)cc2)ccc1F (stereo not drawn),0,3,-20,-26,-2,-2,10,2,10,0,3
COc1ccc(CNCc2cccc(Oc3ccccc3)c2)cc1,1,6,17,-1,-2,5,-7,15,12,-3,11
COc1ccccc1OC(=O)Cc1cccc2ccccc12,0,7,-17,-5,x,10,12,0,x,-21,8
N#CC1=C(SCC(=O)Nc2ccccc2)NC(=O)CC1c1ccc(O)cc1 (stereo not drawn),30,14,41,10,-24,-22,-17,-10,10,-7,6
COc1cc(CNC2CCCCC2OC)cc(OC)c1OC (stereo not drawn),-14,-7,-13,11,2,4,-10,10,-15,16,4

# Bioassay records: PubChem BioAssay, several laboratories
